Mtb BioA inh: M. tuberculosis BioA enzyme inhibitors, primary screen, biochemical, plate reader, single point, HTS; purified M. tuberculosis BioA enzyme; inhibition, % at 9.99 µM; 360,000 compounds, 0.096% hits; in the data active means inhibition above about 40%; inconclusive means no clear call, values can overlap the other calls
GDH-TPI counter: GDH-TPI coupling enzyme inhibitors, primary screen, artefact control for M. tuberculosis FBA inhibitor project, biochemical, absorbance, full deck | GDH-TPI coupled enzyme counterscreen, NADH absorbance | inhibition, % at 4.8 µM | 360,000 compounds, 1.2% hits | AID 588335, 2011; in the data active means inhibition above about 30%;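 further: 0% = DMSO wells and 100% = wells lacking the enzyme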
Mtb UGM inh: M. tuberculosis UGM enzyme inhibitors, primary screen, biochemical, fluorescence polarization, single point; purified UGM, fluorescence polarization probe displacement; inhibition, % at 10 µM; 320,000 compounds, 0.06% hits; in the data active means inhibition above about 10%, passing the limit was not always enough; inconclusive means no clear call, values can overlap the other calls
PrPC TRFRET: inhibitors of human cell surface prion protein PrPC, primary screen, cell-based, TR-FRET. Major prion protein (Homo sapiens), P04156. TR-FRET read-out. inhibition, % at 13.8 µM. 370,000 compounds, 0.43% hits; in the data active means inhibition above about 24%; further: 0% = median of the test wells and 100% = reference compound wells
Rv3671c inh: Rv3671c serine protease inhibitors, primary screen, biochemical, fluorescence polarization, M. tuberculosis H37Rv. AID 2606, 2010. P9WHR9. inhibition, % at 5.96 µM. 320,000 compounds, 0.048% hits; in the data active means inhibition above about 38%;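 further: extracellular domain of Rv3671c used as enzyme; 0% = enzyme with DMSO and 100% = no enzyme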
Target sequence (P9WHR9 whole entry, looked up, the tested form may be a part): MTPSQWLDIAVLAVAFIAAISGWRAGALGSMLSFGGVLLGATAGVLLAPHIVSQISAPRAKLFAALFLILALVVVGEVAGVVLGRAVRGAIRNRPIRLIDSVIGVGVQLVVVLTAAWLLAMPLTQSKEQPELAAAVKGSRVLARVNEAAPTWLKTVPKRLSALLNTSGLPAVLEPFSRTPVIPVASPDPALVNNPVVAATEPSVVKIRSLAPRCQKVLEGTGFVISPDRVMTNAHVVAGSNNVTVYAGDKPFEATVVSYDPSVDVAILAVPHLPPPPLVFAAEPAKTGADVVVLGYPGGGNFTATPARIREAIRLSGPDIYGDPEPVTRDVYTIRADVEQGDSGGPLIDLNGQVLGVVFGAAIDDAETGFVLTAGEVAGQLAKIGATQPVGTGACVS
BoNT F protease: BoNT/F light chain protease inhibitors, primary screen, biochemical, flow cytometry, MLPCN library; 360,000 compounds, 0.22% hits; Multiplex microsphere protease cleavage assay; AID 588497, 2011; Botulinum neurotoxin type F light chain protease (Clostridium botulinum); inhibition, % at 10 µM; in the data active means inhibition above about 35%, passing the limit was not always enough; inconclusive means no clear call, values can overlap the other calls; further: plate controls were buffer without enzyme for full effect and enzyme alone for no effect
FBA Mtb inh: Mtb FBA enzyme inhibitors, primary screen, biochemical, fluorescence, strain H37Rv. Fructose-bisphosphate aldolase (Mycobacterium tuberculosis (strain ATCC 25618 / H37Rv)), …. purified M. tuberculosis FBA, fluorescence read-out. inhibition, % at 1 µM. 360,000 compounds, 2.3% hits. AID 588726, 2011; in the data active means inhibition above about 27%;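 further: 0% = vehicle and 100% = reference inhibitor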
Target sequence (P9WQA3 whole entry, looked up): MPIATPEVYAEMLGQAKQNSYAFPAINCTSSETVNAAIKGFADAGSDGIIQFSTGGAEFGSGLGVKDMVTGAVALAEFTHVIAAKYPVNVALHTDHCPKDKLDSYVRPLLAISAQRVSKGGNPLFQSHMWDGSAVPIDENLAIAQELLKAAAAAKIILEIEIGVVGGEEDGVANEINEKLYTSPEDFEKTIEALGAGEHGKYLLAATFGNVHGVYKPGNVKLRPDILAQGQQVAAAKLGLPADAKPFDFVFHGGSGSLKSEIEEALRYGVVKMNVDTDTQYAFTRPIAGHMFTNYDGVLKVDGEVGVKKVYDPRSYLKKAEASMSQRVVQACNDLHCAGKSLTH
FadD28 binding: inhibitors of FadD28 bisubstrate probe binding, primary screen, biochemical, fluorescence polarization, single point; 360,000 compounds, 0.22% hits; inhibition, % at 12.5 µM; AID 588549, 2011; in the data active means inhibition above about 8.5%, passing the limit was not always enough; inconclusive means no clear call, values can overlap the other calls
MazF activator: activators of E. coli MazEF toxin-antitoxin RNase, primary screen, biochemical, fluorescence, uHTS; 350,000 compounds, 0.32% hits; Endoribonuclease toxin MazF (Escherichia coli (strain K12)), P0AE70; FAM/BHQ RNA-DNA oligo cleavage fluorescence, 5 h; AID 504720, 2011; activation, % at 20 µM; in the data active means activation above about 50%
Target sequence (P0AE70 whole entry, looked up): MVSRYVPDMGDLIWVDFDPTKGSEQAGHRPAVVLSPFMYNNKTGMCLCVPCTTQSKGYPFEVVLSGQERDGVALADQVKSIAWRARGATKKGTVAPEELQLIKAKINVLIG
Active calls of the source: *; ? = inconclusive; · = no result given; + = active, no number.

SMILES | Mtb BioA inh | GDH-TPI counter | Mtb UGM inh | PrPC TRFRET | Rv3671c inh | BoNT F protease | FBA Mtb inh | FadD28 binding | MazF activator
Nc1cccc(Oc2ccc3c(c2)C(=O)N(CC2CCCO2)C3=O)c1 (stereo unspecified) | -1.3 | 9 | 1.6 | -9 | 2 | 1 | 3 | -1.3 | -3
COc1ccc(C(C)(NC(C)=O)c2nc(-c3ccccc3OC)cs2)cc1 (stereo unspecified) | -1.1 | -8 | · | -11 | · | -5 | 0 | -2.9 | ·
COc1cc(C(=O)NCc2nnc(SCC(=O)Nc3cccc(C)c3)o2)cc(OC)c1OC | -2.4 | -6 | -1.7 | 9 | -4 | 2 | 3 | 0.6 | 1
COC(=O)Cc1cc(=O)[nH]c(/N=C(\N)Nc2cccc(C)c2)n1 | · | -7 | 1.1 | -2 | 5 | -4 | -2 | -3.4 | 15
CCCC(C)NC(=O)COC(=O)c1cccc(NS(C)(=O)=O)c1 (stereo unspecified) | -0.8 | -3 | -1.9 | -3 | 1 | 6 | 16 | -3.4 | -18
O=C(CSc1ccc2nnc(-c3cccnc3)n2n1)Nc1ccccc1 | 3.8 | 6 | 3.4 | -1 | 0 | 2 | 0 | -0.3 | 1
Cc1cccc2c(C(=O)O)c3cccc(C)c3nc12 | · | 25 | -1.8 | -3 | 0 | ? | 95* | -2.5 | -6
S=C(N/N=C/c1ccc(Cl)cc1)N1CCOCC1 | · | 9 | 1.3 | 3 | -4 | -12 | -1 | 0.0 | 1
O=C(C1COc2ccccc2O1)N1CCCCC1 (stereo unspecified) | -0.7 | -9 | 2.5 | -7 | -4 | · | 1 | -1.9 | 5
CCC1CCCCN1S(=O)(=O)c1ccc(NC(=O)c2cccnc2)cc1 (stereo unspecified) | 31 | -1 | 0.4 | 2 | -16 | 8 | 1 | -2.6 | -11
OCc1cc(CO)c(O)c(CCc2ccccc2)n1 | -1.8 | 6 | -1.4 | 1 | 0 | 6 | 4 | -1.6 | -1
COc1ccccc1N=Nc1ccc(O)c2ncccc12 | 0.7 | 1 | -0.8 | -16 | 7 | -133 | -8 | 0.3 | -8
CN(CCC1CCCCO1)C(=O)CCc1nnc(Cc2c[nH]c3ccccc23)o1 (stereo unspecified) | -0.8 | 1 | 3.3 | -5 | 7 | 3 | 0 | -0.3 | 4
COc1ccc(NC(=O)C2Cc3c(-c4cccc(C(N)=O)c4)ccnc3O2)cc1 (stereo unspecified) | 9.9 | -5 | · | 3 | · | 2 | -1 | -3.4 | ·
CCOC(=O)CNS(=O)(=O)c1ccc(C(=O)O)cc1 | 0.1 | -2 | -0.1 | 4 | -2 | -43 | 1 | -3.9 | 6
Cc1cccc(C)c1NC(=S)N(Cc1ccccc1)Cc1cccs1 | 0.9 | -1 | 2.8 | 5 | -11 | -10 | -3 | -2.7 | -6
O=C1CCC(c2ccccc2)(C2CCN(Cc3ccccc3)CC2)C(=O)N1 (stereo unspecified) | 1.5 | 3 | -2.4 | 6 | 8 | -3 | 0 | -1.4 | 6
CNC(=O)CSc1nnc(COc2ccc(Cl)cc2)n1CCOC | 2.7 | 2 | 0.9 | 4 | 1 | 4 | 3 | -0.5 | -10
O=C(NC(=O)N1CCN(c2cccc(Cl)c2)CC1)c1ccc(Cl)cc1 | 0.1 | 0 | 1.0 | 9 | -4 | -5 | 3 | -2.1 | 6
CCOC(=O)N1CCN(C(=S)NCCOC)CC1 | -2.0 | -10 | -1.5 | -3 | -5 | 6 | -1 | -1.4 | -3
Cn1nnnc1SCC(=O)c1cccs1 | 1.2 | 20 | 1.1 | -1 | -1 | 1 | -1 | 1.4 | -9
O=C(c1ccccc1)N1CCN(c2ncnc3sc4c(c23)CCC4)CC1 | 3.9 | 3 | 0.0 | 3 | -8 | 8 | -2 | -3.5 | 5
COc1ccc(C(=O)C2CCCN(C(=O)C3CCOCC3)C2)c(C)c1 (stereo unspecified) | · | -1 | -2.0 | 8 | 1 | -3 | -1 | -4.3 | 8
NC1CC2CCCCC2CC1(O)c1ccccc1 (stereo unspecified) | 13 | -10 | · | 2 | · | 3 | -2 | -4.3 | 8
CC(=O)N1CCCC(C)(C(=O)Nc2ccc3nc(C)ccc3c2)C1 (stereo unspecified) | -0.4 | -7 | · | 2 | · | 0 | 5 | -1.7 | ·
COc1ccc(C(=O)N2CCN(S(=O)(=O)c3ccc(F)cc3)CC2)cc1OC | · | 6 | -1.7 | 0 | -8 | -1 | 0 | -2.9 | 3
N#Cc1c(N)nc(N2CCCC2)c(C#N)c1-c1ccc(Cl)cc1 | -1.6 | 14 | -0.7 | 6 | -4 | -6 | 3 | -2.8 | 66*
O=C(c1ccc(Cl)cc1)N(c1ccccn1)C1CCCCC1 | 0.2 | -5 | -0.9 | 2 | 2 | 0 | -1 | -1.9 | 10
C=CCN(CC=C)Cc1cc(=O)oc2cc(C)cc(C)c12 | 2.3 | · | · | 23 | · | 4 | 3 | -0.2 | ·
CC1CC=C(O)C12OCC(C)(C)CO2 (stereo unspecified) | · | 9 | · | -7 | · | 0 | 1 | 0.3 | 5
Cc1cccc(-n2c(Cc3cc(=O)[nH]c(=O)[nH]3)nnc2SCC(=O)N2CCCCC2)c1 | -0.1 | -2 | -0.4 | -3 | 6 | -7 | -2 | -3.4 | -5
CCOC(=O)C1CCN(C(=O)C2(NC(=O)Nc3ccc(F)cc3F)CCCCC2)CC1 | -1.3 | -8 | -2.4 | 2 | -3 | 4 | -3 | -2.8 | -1
CC1(c2ccccc2)NC(=O)N(CC(=O)Nc2ccc3c(c2)CCC3)C1=O (stereo unspecified) | -1.5 | 5 | -1.5 | 12 | 5 | 0 | -2 | -1.1 | -4
O=C(NCc1ccco1)C1CCCN(S(=O)(=O)Cc2ccccc2)C1 (stereo unspecified) | 1.1 | -5 | 3.9 | -7 | 3 | -1 | -1 | -0.9 | -5
CC(C)n1nc(C(=O)Oc2ccc(Cl)cc2)c2ccccc2c1=O | -0.7 | 7 | 2.9 | -4 | -2 | 0 | 2 | 0.2 | 3
CCCOc1ccc(NC2=CC(=O)CC(C)(C)C2)cc1 | -0.7 | 18 | 2.1 | 2 | 1 | -6 | -2 | -0.3 | 3
O=C(CCS(=O)(=O)c1ccc(Br)cc1)NC1CCCCCC1 | -1.0 | 1 | -0.7 | -6 | 0 | 3 | -1 | -0.5 | 5
Cc1[nH]nc(SCC(=O)NCc2ccc(Cl)cc2)c1[N+](=O)[O-] | · | 12 | 5.1 | 9 | -5 | -15 | -1 | -0.5 | -5
CCN1C(=O)[C@H]2[C@H]3CN=C(SCc4ccc(Cl)cc4)N3[C@@](Cc3ccccc3)(C(=O)OC)[C@H]2C1=O | -0.6 | 7 | · | -1 | · | 2 | -1 | -0.5 | -4
O=C(Cc1c[nH]c2ccccc12)NC1(C(=O)NC2CCCC2)CCCCC1 | -2.0 | 5 | · | -7 | 5 | -8 | 0 | -0.7 | 4
COc1cc(OC)c(NC(=O)CCc2nc(-c3cccs3)no2)cc1Cl | 6.4 | 0 | 0.9 | -8 | 0 | -15 | 0 | 2.3 | 6
CC1(C(=O)Nc2ccccc2Br)CCN1C(=O)Cc1ccc(Cl)cc1Cl (stereo unspecified) | 1.0 | 11 | · | 8 | · | -5 | -1 | -4.9 | ·
O=S(=O)(NCc1ccncc1)c1ccccc1 | · | 13 | -0.7 | 15 | 4 | -47 | 0 | -0.2 | -5
O=C(COc1ccc2c(-c3ccccc3)cc(=O)oc2c1)NCCCN1CCOCC1 | 3.0 | 11 | -3.5 | -22 | 7 | -3 | -1 | 0.2 | 5
COc1ccc(NC(=O)COC(=O)c2ccc3ccccc3n2)cc1OC | -2.7 | -4 | -2.2 | 0 | -1 | 2 | -4 | -4.3 | 9
Cc1ccnc(Cc2ccccc2)n1 | 2.1 | -5 | -0.7 | 4 | 2 | -13 | 1 | -0.2 | 3
O=C(CN(c1ccc2c(c1)OCCO2)S(=O)(=O)c1ccccc1)Nc1ccc2c(c1)OCO2 | 2.3 | 1 | -2.1 | 7 | -1 | 15 | -3 | -1.5 | -5
Cc1cc(C)cc(N2C(=O)CC(Cn3nc(C)cc3C)C2=O)c1 (stereo unspecified) | -1.9 | -3 | -3.7 | -5 | 6 | · | -1 | -1.1 | 7
N=c1c(C(=O)NCCc2ccccc2)cc2c(=O)n3ccccc3nc2n1CC1CCCO1 (stereo unspecified) | -0.4 | 10 | 0.5 | -32 | -4 | 5 | + | -2.7 | 12
CCN1C(=O)c2cccc3c(NC(=O)c4ccc5c(c4)OCCO5)ccc1c23 | -3.6 | 15 | 1.7 | -1 | -4 | -3 | 0 | -1.2 | 95*
Cc1cccc(NC(=O)CCN2CCC(C)CC2)c1 | 1.8 | -1 | -1.3 | -14 | -1 | ? | 4 | -2.1 | 2
COc1cc(C(=S)N2CCOCC2)ccc1OC(=O)c1ccccc1[N+](=O)[O-] | -0.4 | 10 | -1.1 | 2 | -5 | -16 | 0 | -0.6 | 4
Cc1cc(C(=O)CSc2n[nH]c(N)n2)c(C)n1-c1ccccc1 | -0.3 | 6 | 0.9 | 3 | -6 | 3 | 0 | -2.2 | 4
Cc1c2ccncc2cc2c1[nH]c1ccccc12 | -1.1 | 8 | · | 3 | · | 6 | 9 | -1.0 | 11

Grouped by structure, the entries above containing an aryl thioether with sulfur outside any ring (7)
SMILES | Mtb BioA inh | GDH-TPI counter | Mtb UGM inh | PrPC TRFRET | Rv3671c inh | BoNT F protease | FBA Mtb inh | FadD28 binding | MazF activator
COc1cc(C(=O)NCc2nnc(SCC(=O)Nc3cccc(C)c3)o2)cc(OC)c1OC | -2.4 | -6 | -1.7 | 9 | -4 | 2 | 3 | 0.6 | 1
O=C(CSc1ccc2nnc(-c3cccnc3)n2n1)Nc1ccccc1 | 3.8 | 6 | 3.4 | -1 | 0 | 2 | 0 | -0.3 | 1
CNC(=O)CSc1nnc(COc2ccc(Cl)cc2)n1CCOC | 2.7 | 2 | 0.9 | 4 | 1 | 4 | 3 | -0.5 | -10
Cn1nnnc1SCC(=O)c1cccs1 | 1.2 | 20 | 1.1 | -1 | -1 | 1 | -1 | 1.4 | -9
Cc1cccc(-n2c(Cc3cc(=O)[nH]c(=O)[nH]3)nnc2SCC(=O)N2CCCCC2)c1 | -0.1 | -2 | -0.4 | -3 | 6 | -7 | -2 | -3.4 | -5
Cc1[nH]nc(SCC(=O)NCc2ccc(Cl)cc2)c1[N+](=O)[O-] | · | 12 | 5.1 | 9 | -5 | -15 | -1 | -0.5 | -5
Cc1cc(C(=O)CSc2n[nH]c(N)n2)c(C)n1-c1ccccc1 | -0.3 | 6 | 0.9 | 3 | -6 | 3 | 0 | -2.2 | 4

Screens deposited in PubChem by several laboratories.
